Screening data as filed in PubChem BioAssay.
TRb-SRC2 inh = qHTS for Inhibitors of the Interaction of Thyroid Hormone Receptor and Steroid Receptor Coregulator 2 | AID 1469, 2008 | Potency, µM (doses to about 106 µM), inactives show at the top dose activity change, negative = inhibition, most hits filed as inhibitors | 280,000 tested, 0.065% active | TRbeta-SRC2 peptide binding, fluorescence polarization; receptor liganded with 1 µM T3 | Thyroid hormone receptor beta (Homo sapiens), P10828;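 also: potency is read from the fitted curve at half-maximal effect; plate controls were bound peptide for no effect and peptide without receptor for full effect; nearly all actives have a fitted effect of over 50% in size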
Target sequence (P10828 whole entry, looked up): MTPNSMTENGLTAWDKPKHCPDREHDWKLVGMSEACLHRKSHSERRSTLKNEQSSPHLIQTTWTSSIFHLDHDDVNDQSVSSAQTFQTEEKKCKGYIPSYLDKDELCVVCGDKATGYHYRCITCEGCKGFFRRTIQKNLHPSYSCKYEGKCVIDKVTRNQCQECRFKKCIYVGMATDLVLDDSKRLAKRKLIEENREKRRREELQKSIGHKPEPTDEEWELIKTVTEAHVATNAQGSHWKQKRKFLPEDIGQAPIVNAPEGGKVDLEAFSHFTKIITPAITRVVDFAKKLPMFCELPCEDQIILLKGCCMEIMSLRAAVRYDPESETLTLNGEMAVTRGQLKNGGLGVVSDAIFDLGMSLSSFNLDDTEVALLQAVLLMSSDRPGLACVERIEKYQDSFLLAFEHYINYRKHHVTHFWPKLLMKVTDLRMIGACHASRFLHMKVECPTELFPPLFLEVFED
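Compounds were added to 0.6 uM TRb ligand-binding domain and 20 nM Texas Red-labeled SRC2 peptide in Tris buffer containing 1 uM T3, incubated 5 hr at ambient temperature, then read by fluorescence polarization.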
NPSR antag = qHTS Assay for Antagonists of the Neuropeptide S Receptor: cAMP Signal Transduction; CHO-NPSR cells, cAMP TR-FRET, antagonist mode; Potency, µM (doses to about 38.3 µM), for the others: at the top dose activity change, negative = inhibition, most hits filed as inhibitors; 220,000 tested, 1% active; also: potency is read from the fitted curve at half-maximal effect; % is scaled to controls: 0 for no effect and ±100 for the full control effect; nearly all actives have a fitted effect of over 50% in size; many of its hits are not listed in these tables
Target sequence (Q6W5P4 whole entry, looked up): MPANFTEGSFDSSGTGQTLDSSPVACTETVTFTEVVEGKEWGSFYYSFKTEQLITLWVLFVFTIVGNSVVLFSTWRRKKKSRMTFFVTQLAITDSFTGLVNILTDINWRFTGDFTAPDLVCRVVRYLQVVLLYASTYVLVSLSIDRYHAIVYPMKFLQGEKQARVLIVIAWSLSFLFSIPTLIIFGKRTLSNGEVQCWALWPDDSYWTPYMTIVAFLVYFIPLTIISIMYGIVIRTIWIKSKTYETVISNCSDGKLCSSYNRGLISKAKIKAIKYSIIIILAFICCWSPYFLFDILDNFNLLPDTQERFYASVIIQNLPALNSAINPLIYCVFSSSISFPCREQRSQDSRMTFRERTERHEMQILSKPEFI
Tau fluor counter = Counterscreen qHTS for Inhibitors of Tau Fibril Formation, Fluorescence Polarization; tau K18 P301L Alexa594 fluorescence, heparin fibrillization; Potency, µM (doses to about 57.7 µM), inactives show at the top dose activity change, negative = decrease; 280,000 tested, 0.93% active; AID 1463, 2008; also: potency is read from the fitted curve at half-maximal effect; % is scaled to controls: 0 for no effect and ±100 for the full control effect; nearly all actives have a fitted effect of over 55% in size
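Human tau K18 P301L (15 uM unlabeled, 0.24 uM Alexa 594-labeled) in 100 mM sodium acetate pH 7 with 20 uM heparin, 6 hr at 37 C. ThT 30 uM added, 1 hr ambient; Alexa 594 FP and total fluorescence read at 555/632 nm.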
GLA spleen mod = qHTS Assay for Inhibitors and Activators of Human alpha-Galactosidase From Spleen Homogenate | human spleen homogenate, 4MU-alpha-Gal fluorescence, 40 min | Potency, µM (titrated, usually from 80 µM), for inactives: top-dose activity change, negative = inhibition, usual class: inhibitors | 240,000 tested, 0.008% active;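 also: potency is read from the fitted curve at half-maximal effect; 0% = enzyme with vehicle and -100% = no enzyme basal signal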
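Inhibition or activation of alpha-galactosidase in human spleen homogenate is scored by 4-MU fluorescence after 40 min at 37C, pH 5.0, with 1 mM substrate. AC50s come from concentration-response fitted to the Hill equation.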
Tau fibril FP = qHTS for Inhibitors of Tau Fibril Formation, Fluorescence Polarization | 280,000 tested, 0.39% active | AID 1468, 2008 | K18 P301L tau heparin fibrillization, Alexa594 FP, 6 h | Potency, µM (series often up to 57.7 µM), without a hit: at the top dose activity, negative = inhibition, hits mostly inhibitors | Microtubule-associated protein tau (Homo sapiens), P10636; also: potency is read from the fitted curve at half-maximal effect; % is scaled to controls: 0 for no effect and ±100 for the full control effect; nearly all actives have a fitted effect of over 55% in size
Target sequence (P10636 561-689 P618L limits assumed): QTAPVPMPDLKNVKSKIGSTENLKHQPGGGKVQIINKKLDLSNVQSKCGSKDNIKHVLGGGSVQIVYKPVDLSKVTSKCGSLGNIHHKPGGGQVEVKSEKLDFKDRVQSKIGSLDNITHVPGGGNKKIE
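Heparin (20 uM) drove fibril formation of recombinant tau K18 P301L, 15 uM unlabeled with 0.24 uM Alexa 594 label, for 6 hr at 37 C in 100 mM sodium acetate pH 7. Fluorescence polarization (555/632 nm) read 1 hr after 30 uM ThT.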
Epigenetic reg = Quantitative High-Throughput Screen for Regulators of Epigenetic Control; AID 1865, 2009; Potency, µM (top dose mostly 53.9 µM), for the others: at the top dose GFP activation, actives largely listed as activators; 280,000 tested, 0.2% active; murine LDR cells, GFP reporter derepression, 30 h; also: potency is read from the fitted curve at half-maximal effect; % of control where 0% means no effect; nearly all actives have a fitted effect of over 60% in size
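Murine LDR cells bearing a silenced CMV-driven GFP reporter were exposed to compound for 30 h at 37 C. After PBS washes, GFP-positive cells (20-120 um objects) counted by laser-scanning microplate cytometry.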
TexasRed fluor = Total Fluorescence Counterscreen for Inhibitors of the Interaction of Thyroid Hormone Receptor and Steroid Receptor Coregulator 2 | TRb/SRC2 Texas Red total fluorescence interference | Potency, µM (titrated, usually from 106 µM), without a hit: top-dose fluorescence change, negative = quenching | 280,000 tested, 0.29% active; active = well fitted curve in either direction with a large enough effect; inconclusive = small, poorly fitted or top-dose-only effect; also: potency is read from the fitted curve at half-maximal effect; % is scaled to controls: 0 for no effect and ±100 for the full control effect
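Flags fluorescent or light-absorbing compounds by total fluorescence, S + 2P, at 555 nm excitation and 632 nm emission. Mixture: 20 nM Texas Red SRC2 peptide, 0.6 uM human TRb LBD, 1 uM T3, 5% DMSO; compound exposure 5 h at ambient temperature.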
CBFb RUNX1 block = qHTS Assay for Compounds Blocking the Interaction Between CBF-beta and RUNX1 for the Treatment of Acute Myeloid Leukemia; 230,000 tested, under 10 active; AID 1477, 2009; AlphaScreen CBFb-His/RUNX1-biotin binding, biochemical; Runt-related transcription factor 1 (Homo sapiens) + Core-binding factor subunit beta …; Potency, µM (titrated, usually from 59.8 µM), for inactives: at the highest dose activity, negative = inhibition, most hits filed as inhibitors; also: % of control where 0% means no effect
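CBFb-His/RUNX1-biotin, 30 nM each, preincubated 20 min RT; compound 15 min RT; Ni + streptavidin beads 50 ng each, 90 min RT; AlphaScreen read.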
* = called active by the depositor; ? = inconclusive; nt = not tested or not shown; & = joins results of further samples; [ ] = remark or other dose. Unless noted, calls follow the shape of the dose curve; as a rule, active = well fitted curve in the direction sought with a large enough effect; inconclusive = small, poorly fitted or top-dose-only effect, or another doubt; inactive = no such curve, though single readings can be large; an effect the other way counts as inactive or inconclusive. This is a subset; count on the stated rates, not on these rows.

canonical_smiles	TRb-SRC2 inh	NPSR antag	Tau fluor counter	GLA spleen mod	Tau fibril FP	Epigenetic reg	TexasRed fluor	CBFb RUNX1 block
CCOC(=O)c1cnc(SCc2nc(N)nc(Nc3ccc(OC)cc3)n2)nc1N	4%	-19%[46.1 µM]	?	0%	12%	1.3%	-1%	2%
CC(O)c1nc2ccccc2n1CCOc1ccccc1 (stereo not given)	4%	27%	5%	13%	5%	0.0%	-1%	1%
Cc1cc(C)cc(Oc2nn[nH]n2)c1	-3%	-6%[46.1 µM]	-3%	-7%	-6%	1.3%	2%	-3%
Cc1ccc(N(Cc2cccs2)C(=O)c2ccco2)cc1	1%	nt	-5%	nt	4%	-2.2%	-1%	nt
O=c1[nH]c2c(cnn2-c2ccc(Cl)cc2)c(=O)n1-c1cccc(Cl)c1	0%	24%	-23%	8%	-6%	0.0%	0%	?
Cc1ccc(SC(C)C(=O)Nc2ccncc2)cc1 (stereo not given)	-18%	-10%[46.1 µM]	-13%	-5%	-8%	-1.0%	-2%	2%
Cc1ccc(C)c(CN2C(=O)C(=O)c3ccccc32)c1	0%	nt	-1%	nt	1%	8.2%	-3%	nt
Cn1cc(S(=O)(=O)N2CCCCCC2)cc1C(=O)N1CCN(c2cccc(C(F)(F)F)c2)CC1	-3%	nt	-2%	nt	12%	-1.7%	-3%	nt
CCOCCCN(C(=O)Cn1nnc2ccccc21)C(C(=O)NCc1ccco1)c1ccncc1 (stereo not given)	0%	-6%[46.1 µM]	-1%	-1%	-9%	-1.0%	0%	7%
CCCNC(=O)N1[C@H](c2cccs2)[C@@H](C)C(=O)[C@@H](C)[C@@H]1c1cccs1	1%	nt	6%	nt	-1%	0.0%	2%	nt
CCCCCn1c(NC(=O)c2ccco2)c(S(=O)(=O)c2ccc(C)cc2)c2nc3ccccc3nc21	-2%	13µM*	?	-2%	-9%	-1.1%	1%	18%
COCCn1c(NC(=S)NC(=O)C2CC2)cc(=O)[nH]c1=O	-4%	-2%	0%	4%	-5%	-1.5%	-3%	7%
CN1C2CCC1CC(NC(=O)c1ccc(Cl)cc1)C2 (stereo not given)	0%	7%	-13%	-4%	0%	3.0%	-3%	-9%
Clc1ccc(-c2nc3cnccn3c2NC2CCCC2)cc1	-6%	4%[46.1 µM]	?	9%	?	-3.2%	-1%	24%
COc1ccccc1Nc1nc(-c2ccc(F)cc2)c2c(n1)-c1ccccc1OC2	-4%	nt	-29%	nt	?	-3.5%	-1%	nt

Later entries:
canonical_smiles	TRb-SRC2 inh	NPSR antag	Tau fluor counter	GLA spleen mod	Tau fibril FP	Epigenetic reg	TexasRed fluor	CBFb RUNX1 block
COc1ccc(NC(=O)c2ccco2)cc1NC(=O)COc1ccccc1	0%	nt	-19%	nt	-5%	3.9%	1%	nt
Fc1ccc2[nH]c3c(N4CCSCC4)ncnc3c2c1	-19%	?	-11%	-5%	12%	-0.8%	-2%	10%
COc1cccc(NC(=O)Cn2c(CCC(=O)O)ccc2-c2ccc(Cl)cc2)c1	-1%	13%	-21%	-2%	-6%	-7.5%	-1%	-9%
O=C(CCNc1ccc(Cc2ccncc2)cc1)c1ccc([N+](=O)[O-])cc1	-6%	-2%	7.9µM*[quencher]	6%	-3%	1.1%[10.1 µM]	-7%	?
CCc1c(C)nc2ncnn2c1N1CCCC(C(=O)NCc2cccs2)C1 (stereo not given)	-8%	1%	8%	4%	-2%	1.7%	-2%	13%
Cc1cc(OCc2nn[nH]n2)c2c(-c3ccccc3)cc(=O)oc2c1	-1%	-7%[46.1 µM]	-6%	-2%	-3%	0.0%	-4%	2%
O=S(=O)(NCC1CCCO1)c1ccc(S(=O)(=O)N(Cc2ccc(F)cc2)Cc2ccccn2)cc1 (stereo not given)	-3%	-8%	-11%	-3%	?	-3.2%	-5%	-12%
C=CCNC(=O)COC(=O)c1cccnc1Nc1ccccc1F	-11%	-9%	-16%	-6%	-9%	3.2%	-1%	?
CCOc1ccc(NC(=O)CNc2ccc(C)cc2Cl)cc1	-9%	-21%[46.1 µM]	?	-3%	?	-2.5%	-3%	-1%
COc1cc(CNCCN2CCOCC2)ccc1OCc1cccc(Cl)c1	-1%	8%[46.1 µM]	-6%	3%	1%	4.3%	-7%	3%
CC1CCc2cc(F)ccc2N1C(=O)CSc1nnc2c3cc(F)ccc3n(C)c2n1 (stereo not given)	-4%	-17%[46.1 µM]	2%	-6%	-2%	1.0%	2%	-15%
CN1CCN(C(=O)C2=C[C@H](c3csc4ccccc34)C[C@H](OCCCCO)O2)CC1	-4%	7%	7%	0%	-6%	-2.9%	-4%	-6%
COc1ccc(OC)c(CCNC(=O)C(C)n2nc(C)c3c(C)n(-c4ccc(C)cc4)nc3c2=O)c1 (stereo not given)	0%	nt	3%	nt	2%	-1.5%	0%	nt
CCOc1cc(-c2noc(N)c2C(=O)OC)cc(OCC)c1OCC	2%	-7%[46.1 µM]	-6%	-6%	6%	-1.0%	0%	8%
O=C1NC(=O)/C(=C\c2ccc(Sc3ccc(Cl)cc3)o2)N1	0%	1%[46.1 µM]	-13%	-8%	-2%	0.1%	-4%	-4%

Next results follow:
canonical_smiles	TRb-SRC2 inh	NPSR antag	Tau fluor counter	GLA spleen mod	Tau fibril FP	Epigenetic reg	TexasRed fluor	CBFb RUNX1 block
O=C(Cc1cccs1)NNC(=S)NC(=O)c1ccccc1	-5%	11%	-2%	5%	0%	0.0%	-1%	-24%
COc1cccc(C(=O)N(Cc2cccc(Cl)c2)Cc2ccco2)c1	-6%	nt	-9%	nt	8%	0.0%	5%	nt
COc1ccc(NC(=O)N(Cc2nnc3n2CCCCC3)c2ccc(OC)c(Cl)c2)cc1	3%	nt	-3%	nt	2%	-0.5%	0%	nt
CC(C)CNC(=O)c1ccccc1NC(=O)CCSc1ccccc1	-3%	-26%	-20%	0%	-4%	-1.1%	-2%	8%
CNS(=O)(=O)c1cn(CC(=O)Nc2ccc(F)cc2F)cc1S(=O)(=O)NC	2%	nt	0%	nt	-5%	-1.9%	-3%	nt
N=C(N)SCc1cn(-c2ccccc2)nc1-c1ccc(Br)cc1	-2%	?	-28%	7%	?	-2.6%	-1%	26%
CCOc1ccc(N(CC)S(=O)(=O)N2CCCC(C(=O)NCc3ccccc3OCC)C2)cc1 (stereo not given)	-1%	nt	-14%	nt	6%	-3.4%	0%	nt
CCN(Cc1ccccc1)C(=O)COC(=O)Cn1cnc2ccccc21	-8%	3%	9%	4%	-5%	-2.9%	-2%	5%
Nc1cc(N)nc(SCC(=O)c2ccccc2)n1	-5%	-3%[46.1 µM]	-7%	-8%	-11%	1.1%	0%	7%
CCOC(=O)C(=Cc1c[nH]c2ccc(S(=O)(=O)N(C)C)cc12)C(=O)OCC	-8%	-42%	?	1%	0%	?	-2%	3%
CCn1nc(C(=O)NCCc2ccc(S(N)(=O)=O)cc2)c2ccccc2c1=O	-15%	-5%[46.1 µM]	7%	9%	6%	1.3%	-1%	2%
CCSc1cc(N2CCCC2)nc(-c2ccccc2Cl)n1	-5%	-26%	-14%	3%	-7%	-0.9%	-5%	29%
Cc1ccc2c(=O)c(C(=O)c3ccccc3)cn(CC(=O)Nc3ccc(C)c(Cl)c3)c2n1	6%	nt	-20%	nt	-8%	?	-5%	nt
CCNc1nc(NCC)nc(N(C#N)C(C)C)n1	7%	5%	15%	15%	-3%	0.1%	-2%	2%
CN(C)/C=N/c1cc(=O)n(Cc2ccccc2)c(=O)n1C	3%&-8%	13%	-4%&-2%	2%&1%	0%&-4%	5.3%&-2.9%	-3%&0%	17%

Further results:
canonical_smiles	TRb-SRC2 inh	NPSR antag	Tau fluor counter	GLA spleen mod	Tau fibril FP	Epigenetic reg	TexasRed fluor	CBFb RUNX1 block
COC(=O)CC(NC(=O)C1CC1)c1ccc2c(c1)OCO2 (stereo not given)	-9%	9%	5%	-26%	8%	1.4%	1%	17%
C/C(=N/NC(=O)Nc1ccccc1)c1ccc(C)cc1	1%	-7%	0%	3%	3%	1.1%	-3%	-4%
Cc1cccc(N2C(=O)CC(N3CCN(c4cccc(C(F)(F)F)c4)CC3)C2=O)c1 (stereo not given)	-8%	-23%[46.1 µM]	-16%	5%	4%	0.2%	-2%	8%
CCCC(=O)NC(=S)Nc1cc(-c2nc3ncccc3o2)ccc1C	10%	-17%	9%	-6%	0%	-1.7%	-1%	-6%
CCCOc1ccc(NC(=O)CC2C(=O)N(c3cccc(C)c3)C(=O)N2CCc2ccncc2)cc1 (stereo not given)	-7%	nt	-28%	nt	1%	4.7%	-1%	nt
Cc1ccc(NC(=O)CSc2nnc(CNC(=O)c3ccccc3F)o2)cc1	-11%	17%	-7%	-1%	-3%	-0.2%	-7%	-1%
Cc1ccnc(NC(=O)CCC(=O)N(CC(=O)NCCc2ccccc2)Cc2ccco2)c1	14%	-19%[46.1 µM]	2%	2%	2%	-1.7%	3%	-1%
Cc1ccc(C)c(NC(=O)Cn2c(=O)n(-c3ccccc3C)c(=O)c3c2c2cc(C)ccc2n3C)c1	-3%	nt	4%	nt	-3%	1.4%	1%	nt
COc1ccc(CCn2c(C)cc(C(=O)CSc3nnc(N)s3)c2C)cc1	-2%	?	-25%	-20%	-2%	1.3%	-1%	-20%
Clc1ccc2noc(-c3ccccc3)c2c1	-26%	0%[46.1 µM]	2%	2%	3%	-4.4%	0%	5%
COC(=O)N/N=C(C)\C=C\c1ccco1	-1%	-16%	-2%	-2%	-2%	0.0%	-1%	-8%
Cc1ccccc1CN1C(=O)C2(OCCCO2)c2ccccc21	-13%	-14%[46.1 µM]	-24%	15%	-1%	-1.1%	-3%	7%
